# S2 tox – cell viability loss in ATXN counter-screen. S2 cells (HEK-293 line with an ATXN2-luciferase reporter) viability, CellTiter-Fluor protease fluorescence, 24 h. actives 0.49% (n = 400,000). Potency, µM (series often up to 56.7 µM), most hits filed as cytotoxic; also: potency is read from the fitted curve at half-maximal effect; nearly all actives have a fitted effect of over 40% in size
# HepG2 viability – counter-screen for TGF-b inhibitors: cytotoxicity in HepG2 cells. HepG2 CAGA-GFP viability, ATP luminescence, 18 h. Potency, µM (highest dose often 46.1 µM), for the others: at the highest dose activity change, negative = cytotoxicity, actives largely listed as cytotoxic. AID 588856. actives 0.76% (n = 410,000); also: potency is read from the fitted curve at half-maximal effect; some results filed as inactive show a strong effect at the top dose
#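 HepG2 CAGA-GFP cells (1000/well, DMEM with 1% FBS) received compound, then TGF-beta at 500 pg/mL final, and were incubated 18 hours at 37 degrees C. Viability was read by CellTiter-Glo luminescence. Media-only wells were set as complete cell-killing and DMSO as no toxicity.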
# TGFb SMAD3 inh – TGF-b pathway inhibition. HepG2 CAGA-GFP TGF-b/SMAD3 reporter, GFP fluorescence, 18 h; TGF-beta stimulated, 500 pg/mL final. Potency, µM (series often up to 46.1 µM), for the others: at the highest dose activity, negative = inhibition, actives largely listed as inhibitors. actives 1.2% (n = 410,000). AID 588855; also: potency is read from the fitted curve at half-maximal effect; % is scaled to controls: 0 for no effect and ±100 for the full control effect; nearly all actives have a fitted effect of over 65% in size
#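 HEPG2 CAGA-GFP reporter cells (1000/well, DMEM with 1% FBS) received compounds, then recombinant TGF-beta at 500 pg/mL final for 18 hours at 37 degrees C. Per-cell GFP summed per well was normalised to unstimulated and stimulated DMSO controls before curve fitting.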
# IL1B secr inh – inhibitors of inflammasome signaling (IL-1 beta secretion). AID 743279. THP-1 LPS/ATP IL-1B secretion, AlphaLISA, 16 h; active compounds read low. activity change, % at 57.5 µM. actives 4.7% (n = 360,000); in the data active = activity change below about -50%; inconclusive = mostly about -30% to -49%; also: % is scaled to controls: 0 for no effect and ±100 for the full control effect
#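 THP-1 cells pretreated 1 hr with compounds (up to 57.5 uM final), then stimulated with LPS (250 ng/mL final) plus ATP (1.25 mM final); secreted IL-1B measured by AlphaLISA after 16 hr, decreased signal indicating inhibition.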
# MCF10A rereplic – DNA re-replication induction in MCF 10a cells; MCF 10A DNA re-replication, Hoechst nuclear intensity, 48 h; Potency, µM (series often up to 46.1 µM), for inactives: top-dose activity, positive = re-replication, hits mostly activators; actives 2.9% (n = 350,000); AID 624296; also: potency is read from the fitted curve at half-maximal effect; % of control where 0% means no effect; nearly all actives have a fitted effect of over 50% in size
# Nrf2 ARE act – Nrf2 pathway activation; actives 0.31% (n = 410,000); Potency, µM (highest dose often 46.1 µM), inactives show top-dose activation, usual class: activators; AREc32 ARE-luciferase reporter (MCF7-derived line), luminescence, 24 h; also: potency is read from the fitted curve at half-maximal effect; % of control where 0% means no effect; nearly all actives have a fitted effect of over 65% in size
#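 Reporter line AREc32 (ARE-Fluc), seeded overnight in OPTI-MEM with 5% FBS; compound pin-transferred, 24 hr at 37 deg C, 5% CO2; luminescent read-out.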
# A549 tox – counter-screen for Nrf2 inhibitors: cytotoxicity in A549 cells; A549 ARE-Fluc cells, CellTiter-Fluor viability, 18-24 h; Potency, µM (highest dose often 46 µM), for the others: at the highest dose activity change, negative = cytotoxicity, usual class: inhibitors; actives 0.16% (n = 390,000); also: potency is read from the fitted curve at half-maximal effect; % is scaled to controls: 0 for no effect and ±100 for the full control effect
#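 A549 ARE_Fluc cells in 5% FBS OPTI-MEM were exposed to compounds in concentration-response for 18-24 h at 37 deg C. Viability was read by CellTiter-Fluor fluorescence (Ex 405/Em 525) after 30 min, before the luciferase read.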
# Nrf2 inh – blocks Nrf2 signaling | Potency, µM (top dose mostly 46 µM), for the others: at the top dose activity change, negative = inhibition, hits mostly inhibitors | actives 2.1% (n = 360,000) | A549 ARE-Fluc reporter, luciferase luminescence, 18-24 h; also: potency is read from the fitted curve at half-maximal effect; % is scaled to controls: 0 for no effect and ±100 for the full control effect; nearly all actives have a fitted effect of over 60% in size
#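 Concentration-response testing used A549 ARE_Fluc cells at 5000 cells/well. Following an 18-24 h compound incubation, viability was read by fluorescence (Ex 405/Em 525) and luciferase output by luminescence.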
# ATXN2 expr inh – reduces ATXN2 reporter expression in HEK-293 cells. HEK-293 ATXN2-luciferase reporter, luminescence, 24 h. Potency, µM (top dose mostly 57 µM), for inactives: top-dose activity change, negative = inhibition, actives largely listed as inhibitors. actives 0.72% (n = 360,000); also: potency is read from the fitted curve at half-maximal effect; % is scaled to controls: 0 for no effect and ±100 for the full control effect; nearly all actives have a fitted effect of over 55% in size
#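 qHTS (up to 57 uM final) was run with 24 h compound exposure of reporter cells at 37 °C. Each well was multiplexed: SteadyGlo luminescence measured ATXN2-luciferase expression after a fluorogenic Gly-Phe-AFC viability readout (25 uM final).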
# Active calls of the source: *; i = inactive; ? = inconclusive; · = not tested or not shown; & = joins results of further samples; [ ] = remark or other dose. Unless noted, calls follow the shape of the dose curve; as a rule, active = well fitted curve in the direction sought with a large enough effect; inconclusive = small, poorly fitted or top-dose-only effect, or another doubt; inactive = no such curve, though single readings can be large; an effect the other way counts as inactive or inconclusive. Outcome played no part in choosing rows; any-hit rate near 8.8%.
SMILES,S2 tox,HepG2 viability,TGFb SMAD3 inh,IL1B secr inh,MCF10A rereplic,Nrf2 ARE act,A549 tox,Nrf2 inh,ATXN2 expr inh
N#CCCN/N=C(/Cc1nc2ccccc2[nH]1)c1cccc(Cl)c1,i,2%,-17%,9,?,8.1%,-5%,28%,16%
Cc1ccccc1-c1cc(=O)c2c(O)cccc2o1,i,-21%,-2%,-7,-10%,14%,0%,17%,21%
COCCCn1c(-c2ccc(S(=O)(=O)N3CCOCC3)cc2)csc1=Nc1ccccc1,?,0%&-15%,-3%&0%,0,-5%,3.3%&0.3%,1%&0%,16µM*,32µM*
COc1ccc(-c2c(-c3ccccc3)n(C)c3ccccc23)cc1,i,-4%,?,17,?,-0.5%,?,?,6%
CCc1c(C)sc(NC(=O)c2ccc(Br)o2)c1C(=O)OC,i,-15%,0%,?,?,8.3%,-8%,?,2%
Cc1cccc(NC(=O)c2ccc3snnc3c2)c1,i,-27%,12%,·,·,3.8%,-5%,?,47%[activator]
O=C(Oc1c(Cl)cc(Cl)c2cccnc12)c1ccco1,?,-2%,6.3µM*,?,21µM*,11%,?,23µM*,?
C=CCN(CC=C)C(=S)NCCc1ccc(OC)c(OC)c1,i,-28%,-2%,14,2%,0.1%,-1%,-18%,5%
O=C(NCc1ccccc1)C(c1ccc(Cl)cc1)N(C(=O)c1csnn1)C1CC1 (stereo not given),i,3%,1%,-14,0%,-0.1%,-1%,-2%,-9%
Cc1cc(=O)oc2cc(OCC(=O)OCC(=O)NC3CC3)ccc12,i,8%,5%,17,0%,0.4%,-1%,-4%,-9%
Cc1cc(NC(=O)C2CCC(CNS(=O)(=O)c3ccc(Br)s3)CC2)ccc1Br (stereo not given),35µM*,-14%,1%,·,·,-0.6%,-2%,?,-39%
COc1ccc(NC(=O)c2ccc(NC(=O)COC(=O)c3cnc(C)cn3)cc2)cc1,i,-3%,3%,-6,-12%,0.5%,-8%,2%,4%
COc1ccccc1-c1cnc2c(c1)C(=O)N([C@@H](C)CO)C[C@@H](C)[C@H](CN(C)C(=O)c1cccnc1)O2,i,-35%,-15%,19,·,0.5%,·,·,11%
Cc1noc(/C=C/c2ccccn2)c1[N+](=O)[O-],i,-28%,-2%,-51*,29%,?,4%,?,-18%
Cc1cc(C)n2nc(CNC(=O)c3ccc(Cl)cc3)nc2n1,i,-25%,-4%,·,·,0.9%,-13%,26%,-1%

# The last two records of the section above open the next one:
SMILES,S2 tox,HepG2 viability,TGFb SMAD3 inh,IL1B secr inh,MCF10A rereplic,Nrf2 ARE act,A549 tox,Nrf2 inh,ATXN2 expr inh
Cc1noc(/C=C/c2ccccn2)c1[N+](=O)[O-],i,-28%,-2%,-51*,29%,?,4%,?,-18%
Cc1cc(C)n2nc(CNC(=O)c3ccc(Cl)cc3)nc2n1,i,-25%,-4%,·,·,0.9%,-13%,26%,-1%
CCCNS(=O)(=O)c1ccc(NC(=O)c2cccnc2)cc1,i,-11%,6%,0,-26%,0.2%,-3%,·,-1%
COc1ccc(-c2c(NC(=O)c3ccco3)oc3c(C)cccc3c2=O)cc1OC,i,-5%,0%,-20,7%,?,-16%,-2%,8%
CC(=O)Nc1ccc(S(=O)(=O)NC2=NCN(c3cccc([N+](=O)[O-])c3)CN2)cc1,i,16%,7%,10,-7%,0.9%,-4%,0%,10%
CCCCc1nc2ccccc2n1Cc1nnc2n1-c1ccccc1SC2,?,2%,?,-21,2%,-0.9%,-19%,-13%,8%
CCOc1ccc(C)cc1S(=O)(=O)n1cnc2ccccc21,i,-6%,-20%,0,23µM*,-1.4%,-14%,5%,·
CCC(=O)N(c1nnc(SCC(=O)Nc2sccc2C(N)=O)s1)C1CC1,i,-4%,8%,10,·,3.0%,·,·,·
Nc1nnc(Cc2ccc(Cl)c(Cl)c2)s1,i,3%,10%,18,2%,0.2%,-10%,0%,0%
CC(=O)N/C(=N\c1nc(C)cc(C)n1)Nc1ccc2ccccc2c1,i,10%,-11%,30,12%,6.2%,11%,?,12%
Cc1ccccc1NC(=O)N1CCN(C/C=C/c2ccccc2)CC1,i,-11%,-22%,-8,2%,1.9%,-4%,-4%,·
COC(C(=O)Nc1ccnn1C1CCN(Cc2ccccn2)CC1)c1ccccc1 (stereo not given),i,-12%,7%,3,0%,0.1%,1%,18%,2%
CCN1/C(=C/c2sc(-c3ccccc3C)c[n+]2C)Sc2ccccc21,·,-31%,2.5µM*,-99*,21µM*,9.1%,?,0.37µM*,?
CCOc1ccc(-c2c(C)nn3c(C)c(C(=O)NCc4cccc(OC)c4)cnc23)cc1OCC,i,-17%,?,·,·,-0.9%,2%,-18%,-12%
CC(=O)c1sc2c(c1OC(=O)c1ccccc1)c(=O)n(-c1ccccc1)c(=S)n2-c1ccccc1,?,-12%,-9%,-9,?,-0.5%,-9%,-9%,?
O=C(c1ccc2c(c1)OCO2)C1CCCN(Cc2ccc3cccc(F)c3n2)C1 (stereo not given),i,-14%,-30%,-28,0%,-0.5%,-13%,-16%,·
CCOC(=O)c1sc(C)c2c(=O)n(CC(=O)c3ccc(Br)cc3)nnc12,i,11%,-1%,0,9%,0.2%,-1%,-5%,-3%
COc1ccc(C(=O)OCC(=O)Nc2cccc(S(=O)(=O)NC3=NCCCCC3)c2)cc1[N+](=O)[O-],?,6%,5%,6,-4%,-0.2%,-4%,18%,-6%
CCOC(=O)C1CCCCN1Cc1cn[nH]c1-c1ccc(F)cc1F (stereo not given),i,0%,0%,6,-5%,-1.1%,1%,1%,·
Cc1ccc(NC(=O)CSc2nnc(Cc3cccn3C)n2-c2ccc(F)cc2)cc1,i,-43%,6%,-29,0%,0.7%,9%,1%,-8%
O=C1C2C3C=CC(C3)C2C(=O)N1c1nccs1 (stereo not given),i,8%,-8%,3,-1%,-0.9%,?,15%,4%
CN(Cc1ccccc1)C(c1cc2ccccc2o1)c1nnnn1C(C)(C)C (stereo not given),i,·,·,-8,·,3.6%,·,·,-11%
CCCCOC(=O)c1ccc(NC(=O)c2cnc3n(c2=O)CCS3)cc1,?,-2%,-9%,14,7%,0.3%,-11%,?,-30%
CCN(CC)c1ccc(NC(=O)CN2C(=O)CC(C)(C)S(=O)(=O)c3ccccc32)c(C)c1,i,-3%,1%,0,-1%,-0.9%,3%,?,-20%
N=c1oc2ccccc2cc1C(=O)Nc1ccc(F)cc1,i,9%,24%,8,-1%,11%,-3%,?,82%[activator]
Cc1coc2c(C)c3oc(=O)c(CCC(=O)N(C)CC(=O)O)c(C)c3cc12,i,3%,6%,-13,-1%,-0.1%,0%,6%,·
O=C(CSC1=NS(=O)(=O)c2cc(Cl)ccc2N1)NCc1ccc(F)cc1,i,-5%,1%,10,-3%,-0.5%,-3%,-4%,-3%
COc1cccc(-c2cc(C(=O)N3N=C(C)CC3(O)C(F)F)c3ccccc3n2)c1 (stereo not given),i,-19%,-4%,-2,3%,3.8%,0%,?,-2%
Cc1ccc(S(=O)(=O)NCCCNS(=O)(=O)c2ccccc2)cc1,i,-6%,-5%,17,0%,-1.0%,-1%,2%,·
Cc1cc(=O)[nH]c(SCC(=O)NC2CCCc3ccccc32)n1 (stereo not given),i,53%,20%,50,-1%,0.0%,3%,2%,·
COc1cc(OC)cc(-c2noc(-c3csc([C@H]4C[C@H](O)[C@@H](CO)O4)n3)n2)c1,i,-23%,-2%,?,·,4.2%[9.22 µM],·,·,45%[activator]
CN(C)c1ccc(NC(=O)Cn2c(SCc3ccc(F)cc3)nc3cccnc32)cc1,·,-20%,?,·,·,10%,0%,·,·

# An excerpt of these results, with bars between the fields:
structure | S2 tox | HepG2 viability | TGFb SMAD3 inh | IL1B secr inh | MCF10A rereplic | Nrf2 ARE act | A549 tox | Nrf2 inh | ATXN2 expr inh
Cc1ccc(NC(=O)CSc2nnc(Cc3cccn3C)n2-c2ccc(F)cc2)cc1 | i | -43% | 6% | -29 | 0% | 0.7% | 9% | 1% | -8%
COc1cc(OC)cc(-c2noc(-c3csc([C@H]4C[C@H](O)[C@@H](CO)O4)n3)n2)c1 | i | -23% | -2% | ? | · | 4.2%[9.22 µM] | · | · | 45%[activator]
N=c1oc2ccccc2cc1C(=O)Nc1ccc(F)cc1 | i | 9% | 24% | 8 | -1% | 11% | -3% | ? | 82%[activator]
COc1cccc(-c2cc(C(=O)N3N=C(C)CC3(O)C(F)F)c3ccccc3n2)c1 (stereo not given) | i | -19% | -4% | -2 | 3% | 3.8% | 0% | ? | -2%
COc1ccc(C(=O)OCC(=O)Nc2cccc(S(=O)(=O)NC3=NCCCCC3)c2)cc1[N+](=O)[O-] | ? | 6% | 5% | 6 | -4% | -0.2% | -4% | 18% | -6%
Cc1cc(=O)[nH]c(SCC(=O)NC2CCCc3ccccc32)n1 (stereo not given) | i | 53% | 20% | 50 | -1% | 0.0% | 3% | 2% | ·

# The results go on.
SMILES,S2 tox,HepG2 viability,TGFb SMAD3 inh,IL1B secr inh,MCF10A rereplic,Nrf2 ARE act,A549 tox,Nrf2 inh,ATXN2 expr inh
Cc1ccc(NC(=O)C(=O)NCc2ccccn2)cc1,i,-6%,8%,-20,-2%,3.0%,-2%,?,25%
CCOC(=O)c1cnc(-n2nc(C)cc2C)nc1NNc1ncc(-c2ccccc2)cn1,?,-11%,-14%,50,11%,-1.1%,-18%,?,-30%
O=[N+]([O-])c1cc(C(F)(F)F)cc([N+](=O)[O-])c1Sc1n[nH]c(C(F)(F)F)n1,?,-54%,-19%,-94*,?,?,-4%,-8%,-12%
COc1ccc(Cl)cc1NC(=O)CSc1nc(NS(=O)(=O)c2ccccc2)cc(=O)[nH]1,i,-4%,2%,46,-3%,-0.1%,2%,-11%,-4%

# Assay outcomes from PubChem BioAssay.
